TSG101-PTAP inh = blocks PTAP/TSG101 interaction to inhibit HIV-1 budding. Q99816. Fluorescence polarization, FITC-PTAP peptide / Tsg101 binding. Potency, µM (series often up to 115 µM), for inactives: at the highest dose activity change, negative = inhibition, most hits filed as inhibitors. 340,000 tested, under 10 active. AID 493005; active = well fitted inhibition curve with a large enough effect in the main read-out, with a control signal flat, not every such curve was filed as active; inconclusive = small, poorly fitted or top-dose-only effect, or effect the other way, or a change in a side signal; inactive = no such curve, though single readings can be large or run the other way; also: potency is read from the fitted curve at half-maximal effect; % of control where 0% means no effect
Target sequence (Q99816 whole entry, looked up): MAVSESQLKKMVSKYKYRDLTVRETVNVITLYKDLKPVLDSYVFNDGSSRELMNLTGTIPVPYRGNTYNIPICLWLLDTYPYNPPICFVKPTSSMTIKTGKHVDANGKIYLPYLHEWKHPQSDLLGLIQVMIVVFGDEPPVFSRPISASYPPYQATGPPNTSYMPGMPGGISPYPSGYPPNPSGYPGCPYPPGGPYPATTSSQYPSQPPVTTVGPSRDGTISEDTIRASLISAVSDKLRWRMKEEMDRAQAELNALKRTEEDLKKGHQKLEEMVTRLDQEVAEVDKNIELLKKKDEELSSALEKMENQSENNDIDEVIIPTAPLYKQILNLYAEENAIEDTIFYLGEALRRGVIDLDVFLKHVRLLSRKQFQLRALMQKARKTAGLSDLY
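FP read-out: FITC-PTAP peptide, 50 nM final, binding Tsg101 binding domain, 10 uM final; 20 min, r.t.; 10 mM HEPES pH 7.5, 0.15 M NaCl, 0.01% Tween 20, 3 mM EDTA, 0.1 mM TCEP.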
TRPV1 agonist = activates the human vanilloid receptor TRPV1 | TRPV1-expressing cells, Fluo-8 calcium influx, agonist mode | Q8NER1 | AID 540275 | activation, % at 8.33 µM | 0.19% of 320,000 active; in the data active = activation above about 80%; inconclusive = between about 30% and that limit; also: 0% is about no effect
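TRPV1-expressing cells were cultured overnight at 35.5C and loaded with Fluo-8 calcium dye for 40 to 90 min at room temperature. After a 10 s baseline, compound was added and calcium influx was read kinetically for 3 min (ex 480/em 520 nm).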
Integrin act MD = integrin-mediated muscular dystrophy alleviation activation; alpha7betagal myoblasts, beta-gal FDG fluorescence, 48 h; Potency, µM (top dose mostly 38.3 µM), inactives show at the top dose activation, usual class: activators; 0.064% of 350,000 active; AID 624291;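 also: potency is read from the fitted curve at half-maximal effect; 100% = response of the positive control SU9516; nearly all actives have a fitted effect of over 60% in size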
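Alpha7betagal+/- myoblasts (passage 13) were plated 16-24 hr, then exposed to compounds (1:260 dilution of DMSO stock) for 48 hours at 37C. After MPER lysis, β-galactosidase reporter activity was read as FDG fluorescence (ex 480/em 540) after 30 minutes.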
USP2a inh = USP2a (human) protease inhibition. O75604. USP2 core, Ub-CHOP2 coupled fluorogenic reporter, 485/531. Potency, µM (doses to about 38.3 µM), for the others: top-dose activity change, negative = inhibition, usual class: inhibitors. 0.01% of 330,000 active. AID 463254;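 also: potency is read from the fitted curve at half-maximal effect; plate controls were DMSO wells for no effect and full inhibition by NEM control for full effect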
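USP2 core (10nM final) preincubated 30min RT with compound in 20mM Tris-HCl pH 8.0, 2mM CaCl2, 2mM beta-mercaptoethanol, 0.05% CHAPS; 25nM Ub-CHOP2 plus 25nM reporter substrate added, fluorescence (Ex485/Em531) read after 60min.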
Eya2 inh = Eya2 (human) phosphatase inhibition | Potency, µM (top dose mostly 76.9 µM), for the others: top-dose activity, negative = inhibition, actives largely listed as inhibitors | O00167 | 0.006% of 330,000 active | recombinant Eya2, OMFP fluorescence dephosphorylation (OMFP is methylfluorescein phosphate); also: potency is read from the fitted curve at half-maximal effect; % is scaled to controls: 0 for no effect and ±100 for the full control effect
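Eya2 protein (added as 0.2 uM solution) was preincubated with compound for 10 min at ambient temperature in 50 mM HEPES pH 7.5, 50 mM NaCl, 5 uM MgCl2, 0.05% BSA, 1 mM DTT. OMFP (added at 50 uM) then reacted 10 min; fluorescence read at 485/525 nm.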
BRCA1 expr up = BRCA1 expression activation; MCF7-BRCA1-FFLuc reporter, luminescence, 48 h; response scale: scaled: vehicle 0%, 10 µM genistein 100%; Potency, µM (doses to about 46.1 µM), without a hit: top-dose activation, usual class: activators; 1.1% of 380,000 active; AID 624202; also: potency is read from the fitted curve at half-maximal effect; nearly all actives have a fitted effect of over 80% in size; some results filed as inactive show a strong effect at the top dose
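MCF7-BRCA1-FFLuc, 2000 cells/well; 2 h attach, 37 °C/5% CO2; compound 48 h; luciferase substrate 15 min; luminescence end-point. Norm. to genistein 10 microM max activation and DMSO; concentration-response curves fitted.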
ELG1 genotox = inducers of genotoxicity in HEK293T ELG1-luciferase cells; 1.3% of 330,000 active; Potency, µM (top dose mostly 46 µM), for inactives: top-dose activity change, positive = activation, hits mostly activators; AID 504466; HEK293T ELG1-luciferase reporter, luminescence, 16 h; also: potency is read from the fitted curve at half-maximal effect; % of control where 0% means no effect; nearly all actives have a fitted effect of over 60% in size
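DMSO vehicle served as control against compound-treated ELG1-luciferase HEK293T cells; exposure lasted 16 hr at 37 °C and 5% CO2, followed by ONE-Glo luminescence detection after 30 min.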
uPA generation = blocks generation of uPA at the cell surface. cell surface uPA generation assay, qHTS. Potency, µM (series often up to 38.3 µM), for inactives: at the top dose activity change, negative = inhibition, usual class: inhibitors. 0.31% of 330,000 active. AID 540303; active = well fitted inhibition curve with a large enough effect; inconclusive = small, poorly fitted or top-dose-only effect; inactive = no such curve, though single readings can be large or run the other way; tested in mouse RAW 264.7 cells; also: potency is read from the fitted curve at half-maximal effect; % is scaled to controls: 0 for no effect and ±100 for the full control effect; nearly all actives have a fitted effect of over 55% in size
S-ASM inh = human S-ASM enzyme inhibition | P17405 | placental ASM, HMU-PC fluorogenic substrate, 60 min | Potency, µM (series often up to 57.5 µM), without a hit: at the top dose activity change, negative = inhibition, most hits filed as inhibitors | 0.006% of 340,000 active; also: potency is read from the fitted curve at half-maximal effect
Target sequence (P17405 47-631 limits assumed): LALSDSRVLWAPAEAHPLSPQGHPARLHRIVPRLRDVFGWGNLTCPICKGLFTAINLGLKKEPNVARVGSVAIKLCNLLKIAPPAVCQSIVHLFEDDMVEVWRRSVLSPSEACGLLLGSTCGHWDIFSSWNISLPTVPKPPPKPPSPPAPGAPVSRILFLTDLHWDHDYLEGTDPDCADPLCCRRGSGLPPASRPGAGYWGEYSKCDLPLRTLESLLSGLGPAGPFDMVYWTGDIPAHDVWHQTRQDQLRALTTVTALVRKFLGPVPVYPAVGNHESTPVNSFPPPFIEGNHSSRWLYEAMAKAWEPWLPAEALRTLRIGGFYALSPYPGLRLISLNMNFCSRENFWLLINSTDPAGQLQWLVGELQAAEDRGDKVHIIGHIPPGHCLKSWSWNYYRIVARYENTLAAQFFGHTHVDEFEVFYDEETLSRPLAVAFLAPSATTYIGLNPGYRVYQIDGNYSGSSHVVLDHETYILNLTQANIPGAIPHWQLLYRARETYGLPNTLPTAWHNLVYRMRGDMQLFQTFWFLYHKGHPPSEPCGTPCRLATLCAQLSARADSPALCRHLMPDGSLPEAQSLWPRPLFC
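Steps: dispense placental human ASM, pin compound, wait 10 min at room temperature, add HMU-PC0 substrate at 9 uM final, incubate 60 min at 37 °C, add stop solution raising pH to 10, read fluorescence.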
B2AR arrestin = agonists driving beta-arrestin recruitment to human beta2-adrenergic receptor | P07550 | beta-arrestin recruitment to beta2AR, cell-based reporter | Potency, µM (titrated, usually from 46.1 µM), without a hit: at the highest dose activation, actives largely listed as activators | 0.02% of 330,000 active;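 also: potency is read from the fitted curve at half-maximal effect; 0% = DMSO controls and full agonism = EC100 isoproterenol or metaproterenol; nearly all actives have a fitted effect of over 65% in size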
p53 reactivation = re-activators of mutant p53; H1299 p53-A138V BP100-luciferase reporter, luminescence, 24 h; AID 504706; 0.063% of 320,000 active; Potency, µM (titrated, usually from 92.2 µM), inactives show at the highest dose activity change, positive = activation, actives largely listed as activators; also: potency is read from the fitted curve at half-maximal effect; % of control where 0% means no effect; nearly all actives have a fitted effect of over 45% in size
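p53-null H1299 cells stably carrying temperature-sensitive p53-A138V and a BP100-luciferase reporter were pinned with compounds (4-point, 1:5 series) and held 24 hrs at 37 deg C. Luminescence was read 10 min after detection reagent.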
Active calls of the source: *; ? = inconclusive; · = no result given; [ ] = another dose, or the depositor's remark. Unless noted, calls follow the shape of the dose curve; as a rule, active = well fitted curve in the direction sought with a large enough effect; inconclusive = small, poorly fitted or top-dose-only effect, or another doubt; inactive = no such curve, though single readings can be large; an effect the other way counts as inactive or inconclusive.

SMILES | TSG101-PTAP inh | TRPV1 agonist | Integrin act MD | USP2a inh | Eya2 inh | BRCA1 expr up | ELG1 genotox | uPA generation | S-ASM inh | B2AR arrestin | p53 reactivation
CCN(CC(=O)NCc1cccs1)C(=O)c1cccc(S(=O)(=O)Nc2ccc(C)cc2)c1 | 0% | -1 | -2% | -2% | -28% | -7% | -4% | -1% | 1% | -0.2% | 2%
COc1ccccc1OCC(O)Cn1c(=N)n(CCN2CCCCC2)c2ccccc21 (stereo unspecified) | -7% | 8 | -64%[inhibitor][7.66 µM] | 1% | -14% | -58% | -17% | -10% | 3% | -0.6% | ?
Cc1cc(N)n2nc(C(F)(F)F)nc2n1 | -11% | 1 | 13% | 0% | 8% | -24% | -14% | 2% | -3% | -0.1% | 1%
Cc1nc([N+](=O)[O-])cn1CC(=O)Nc1ccc2c(c1)OCO2 | -2% | 1 | 11% | 2% | 5% | 8% | -6% | 13% | -1% | 0.2% | -1%
O=C(O)CCCC(=O)Nc1ccc2c(c1)oc1ccccc12 | -6% | -1 | 0% | 1% | 2% | -9% | -2% | 8% | 5% | 0.6% | 9%
CN(C)S(=O)(=O)N1CCN(C(=O)N2CCCCC2)CC1 | -7% | -2 | 21% | 0% | 8% | 18% | 1% | 7% | 8% | 0.0% | 0%
COc1ccccc1N1CN(CCc2ccccc2)CNC1=S | 0% | -2 | ? | -6% | ? | -11% | -1% | 3% | -1% | -0.6% | -2%
O=C(c1cccc(Cl)c1)N1CCN(C2CCCCCC2)CC1 | -2% | 22 | 1% | 1% | 13% | -18% | 0% | -5% | 1% | 0.2% | -22%
Cc1ccc(N2C(=O)CC(Cc3ccc(Cl)cc3)C2=O)cc1 (stereo unspecified) | -1% | 5 | 14% | 0% | -5% | -14% | 0% | 4% | -2% | -0.3% | ·
CCN1C2=C(C(=O)CCC2)C(c2ccc(O)cc2)C2=C1CCCC2=O | -8% | -1 | 0% | 1% | 10% | 11% | 10% | 0% | 34% | -0.1% | 7%
O=C1CCC(C(=O)Nc2ccc([N+](=O)[O-])cc2)N1 (stereo unspecified) | -2% | 3 | 27% | 3% | -4% | -8% | 1% | 1% | 0% | 0.4% | 2%
Cc1cc(C)c(OCC(=O)N(Cc2ccccc2)C2CCS(=O)(=O)C2)c(C)c1 (stereo unspecified) | -3% | 10 | -6% | 1% | -6% | -9% | 1% | -2% | 0% | 0.1% | -2%
O=C(Nc1ccccc1Cl)NC1(C(=O)N2CCCCC2)CCCCC1 | 0% | 3 | 15% | -1% | -6% | -37% | -2% | 4% | 2% | -2.4% | -2%
Cc1cc(C(=O)N/N=C/c2cc(Br)cc(Br)c2OC(=O)c2cccc(F)c2)n[nH]1 | -5% | 0 | -29% | 1% | 9% | -70%[inhibitor] | 29% | -7% | -4% | 0.0% | -5%
O=C(O)CCC(=O)Nc1ccc(C(=O)OCC(=O)c2ccc(Cl)cc2Cl)cc1 | -8% | -3 | ? | -2% | -2% | -3% | 0% | -1% | 5% | -1.0% | 0%
Cc1ccc(NC(=O)CCNC(=O)c2ccco2)cc1 | -4% | 2 | 15% | 6% | -20% | -21% | -1% | 2% | 6% | -0.8% | ?
O=C(C1CC(c2ccc(F)cc2)=NO1)N1CCN(c2ccccc2)CC1 (stereo unspecified) | -8% | ? | 1% | -1% | 2% | -4% | 8% | -5% | -3% | 2.1% | 2%
CCN1/C(=C/c2ccc3cc(C)ccc3[n+]2CC)Sc2cc(C)c(C)cc21 | 3% | 7 | ? | 3% | ? | -52% | -7% | -18% | -10% | 0.4% | -4%
O=C(Nc1cc(Cl)ccc1O)c1cc(-c2ccco2)on1 | -1% | -1 | -8% | 0% | 0% | 6.3µM* | 21µM* | 1% | -1% | -0.3% | ?
COc1cc(/C=C2\COC/C(=C\c3cc(OC)c(OC)c(OC)c3)C2=O)cc(OC)c1OC | -7% | 1 | -58%[inhibitor] | 7% | -30% | -94%[inhibitor] | -23% | -12% | -14% | ? | -13%
O=C(c1ccc(Cl)cc1)C1CCN(C(=O)c2ccccc2)CC1 | -5% | 7 | 12% | 1% | -9% | -1% | -8% | -7% | 1% | -0.9% | -10%
CCOC(=O)c1cccc(-c2c(-c3ccccc3)ncc3cc(OC)c(OC)cc23)c1 | -2% | 24 | -3% | 4% | -10% | 18% | 4% | -20% | -23% | 0.8% | 6%
O=c1c2ccccc2ncn1Cc1ccc(Cl)c(Cl)c1 | -5% | 4 | 8% | 0% | 7% | -21% | 5% | ? | -5% | -1.0% | -12%
CCn1cc(Br)c(C(=O)NC(C)c2ccccc2)n1 (stereo unspecified) | -5% | 4 | 5% | · | · | 0% | · | 9% | -2% | · | ·
O=C(Nc1ccc2nsnc2c1)c1ccc2c(c1)OCO2 | -4% | ? | -4% | 5% | -2% | ? | 1.2µM* | · | 16% | 0.4% | ·
New compounds follow.
SMILES | TSG101-PTAP inh | TRPV1 agonist | Integrin act MD | USP2a inh | Eya2 inh | BRCA1 expr up | ELG1 genotox | uPA generation | S-ASM inh | B2AR arrestin | p53 reactivation
O=C1CN(C(=O)COC(=O)CCC(=O)c2ccc(F)cc2)c2ccccc2N1 | -1% | · | 15% | 7% | -6% | 4% | 2% | 10% | 1% | -1.5% | 6%
Cc1ccc(/C=C2\SC(=S)N(CCCC(=O)Nc3ccccc3C(=O)O)C2=O)cc1 | -6% | 4 | 8% | -2% | 9% | -80%[inhibitor] | 11% | 0% | 0% | 0.4% | 11%
CC(CCc1ccccc1)NC(=O)c1ccc2nc(N3CCOCC3)sc2c1 (stereo unspecified) | 1% | 3 | 32% | 5% | 3% | 0% | -3% | -2% | 0% | 0.5% | 1%
Cc1ccc(-n2nc3c(=O)n(CCCC(=O)NCc4ccccc4C)nc(C)c3c2C)cc1 | -8% | -6 | -12% | 3% | -5% | -18% | -10% | ? | -2% | 0.1% | 6%
NNC(=O)CNS(=O)(=O)c1ccc([N+](=O)[O-])cc1 | 2% | 4 | 19% | 3% | 14% | -19% | 1% | 6% | 5% | -0.1% | 1%
CC(=O)Nc1cc(ON=C(C)C)cc([N+](=O)[O-])c1 | -4% | 1 | 15% | 3% | 0% | -25% | 0% | -15% | 0% | -1.4% | 1%
CC(=O)c1c(C)[nH]c(C(=O)Nc2ccccc2Cl)c1C | -5% | 2 | 19% | 6% | -17% | -11% | 13% | -2% | 1% | -0.2% | 20%
CN1c2ccccc2-c2nc3ccccc3n2C1c1ccco1 (stereo unspecified) | -8% | 6 | 0% | 2% | 14% | -45% | -6% | 0% | · | -0.1% | 2%
CC(=O)CCS(=O)(=O)c1ccc(Oc2ccc(S(=O)(=O)CCC(C)=O)cc2)cc1 | -2% | 0 | -66%[inhibitor] | 1% | 4% | -56% | 4% | -13% | 2% | 0.1% | -34%[inhibitor]
Cc1nnc(SCc2ccon2)n1-c1ccccc1 | -1% | 0 | 13% | -1% | 5% | -7% | 4% | 2% | 0% | -0.7% | 0%
COc1cc(OC)cc(C(=O)NNC(=O)C(=O)Nc2cc(OC)c(Cl)cc2OC)c1 | 0% | 0 | -14% | 1% | -2% | 16% | -3% | 3% | 0% | -1.2% | 11%
COC(=O)c1cc2nc(-c3ccccc3)cc(C(F)(F)F)n2n1 | -2% | -1 | 20% | -1% | 5% | -15% | 2% | 6% | 26% | 0.2% | 2%
COc1ccc(S(=O)(=O)N2CCCCCC2)cc1C(=O)OCC(=O)Nc1cc(C)on1 | · | 1 | · | -1% | -9% | · | ? | · | · | 2.9% | 7%
c1cnc(NC2CCCCCC2)nc1 | -3% | -1 | -13% | 1% | -14% | 3% | -1% | -1% | 3% | -0.2% | 5%
Cc1nc2ccccc2cc1C(=O)N(C)Cc1ccccc1 | -8% | 1 | 12% | 4% | 2% | 20% | -7% | -3% | -2% | 0.1% | 1%
C=CCc1cccc2cc(C(=O)N3CCN(c4ccccn4)CC3)c(=O)oc12 | -17% | 12 | -23% | 0% | 3% | -13% | -5% | -7% | -1% | 0.0% | -5%
CC1=Nc2ccccc2N=C(NC(=O)/C=C/C(=O)O)C1c1ccccc1 (stereo unspecified) | -2% | -1 | 21% | 1% | -26% | 34% | ? | -5% | 2% | 0.6% | ?
CCS(=O)(=O)Nc1ccc(C2=NN(S(=O)(=O)c3ccc(F)cc3)C(c3ccco3)C2)cc1 (stereo unspecified) | 1% | 4 | 7%[7.66 µM] | -1% | 29% | -51% | -5% | · | -9% | -1.2% | -1%

Random draw from the library; about 2.6% have a hit in one of these screens.
